STK33 kinase inh: human STK33 kinase inhibition. Q9BYT3. purified STK33, MBP phosphorylation, ADP-Glo luminescence. inhibition, % at 10 µM. 320,000 tested, 0.073% active. AID 2661;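 active means inhibition at or above 25%, using the most active replicate where run in duplicate; inactive means inhibition below 25%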
Target sequence (Q9BYT3 whole entry, looked up): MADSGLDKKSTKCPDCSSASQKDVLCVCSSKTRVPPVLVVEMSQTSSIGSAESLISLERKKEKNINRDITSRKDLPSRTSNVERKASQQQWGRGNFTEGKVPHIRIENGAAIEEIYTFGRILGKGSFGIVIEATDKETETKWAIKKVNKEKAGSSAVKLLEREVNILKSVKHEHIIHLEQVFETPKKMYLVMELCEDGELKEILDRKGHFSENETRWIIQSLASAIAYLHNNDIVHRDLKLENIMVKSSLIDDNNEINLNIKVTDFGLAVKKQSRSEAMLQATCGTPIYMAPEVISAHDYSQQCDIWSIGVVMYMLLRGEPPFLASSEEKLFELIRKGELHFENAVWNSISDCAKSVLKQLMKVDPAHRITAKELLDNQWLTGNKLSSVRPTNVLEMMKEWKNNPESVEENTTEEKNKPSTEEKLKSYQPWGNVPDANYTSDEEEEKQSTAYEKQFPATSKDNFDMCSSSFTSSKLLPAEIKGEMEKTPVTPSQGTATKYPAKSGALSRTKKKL
CHT PAM: human CHT allosteric activation; CHT-expressing cells, membrane potential dye, choline EC20; active compounds read high; LV-AA mutant CHT in HEK293 cells; Q9GZV3; B-score at 10 µM; AID 488977; 310,000 tested, 0.49% active;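 active means initial fluorescence not abnormally high and integrated response B-score, plate-corrected, over 3 SD above library mean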
Target sequence (Q9GZV3 whole entry, looked up): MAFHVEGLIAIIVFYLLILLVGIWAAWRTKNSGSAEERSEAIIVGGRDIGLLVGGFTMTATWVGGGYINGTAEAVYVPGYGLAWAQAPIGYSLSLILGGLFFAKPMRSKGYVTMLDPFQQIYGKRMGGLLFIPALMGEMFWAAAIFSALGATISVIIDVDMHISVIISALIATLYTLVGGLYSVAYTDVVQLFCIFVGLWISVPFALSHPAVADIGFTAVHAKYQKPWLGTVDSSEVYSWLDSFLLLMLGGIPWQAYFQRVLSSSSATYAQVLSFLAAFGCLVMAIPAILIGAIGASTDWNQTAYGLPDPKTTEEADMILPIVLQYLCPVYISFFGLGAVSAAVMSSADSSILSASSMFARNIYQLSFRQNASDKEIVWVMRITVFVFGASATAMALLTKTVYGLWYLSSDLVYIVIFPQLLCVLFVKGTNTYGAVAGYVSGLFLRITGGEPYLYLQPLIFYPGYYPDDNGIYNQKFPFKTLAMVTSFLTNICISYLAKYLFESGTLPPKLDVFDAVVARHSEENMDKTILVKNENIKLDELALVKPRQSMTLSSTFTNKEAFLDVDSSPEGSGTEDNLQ
CHT inh: human CHT choline transport inhibition | CHT-expressing cells, membrane potential dye, choline response; active compounds read low | B-score at 10 µM | 310,000 tested, 0.86% active | AID 488975;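 active means B-score over 3 SD under the library average, and starting fluorescence ratio not unusually high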;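 further: choline stimulus applied at its EC90 after an EC20 pre-addition; B-score computed on integrated fluorescence ratio after choline addition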
Starred values were filed as active, the others as inactive. No enrichment for hits; 1.5% or so of the library scored in one or more.

How did C=C(C)CNC(=S)N/N=C/c1c(F)cccc1F do in these assays?
STK33 kinase inh: -4.0; CHT PAM: inactive; CHT inh: inactive

What do the screens show for `CCOC(=O)C1CCCN(S(=O)(=O)Cc2ccc(Cl)cc2)C1` (stereo not given)?
STK33 kinase inh: -0.6; CHT PAM: inactive; CHT inh: inactive

Results for CCONc1ncnc2nonc12 ?
STK33 kinase inh: 0.8; CHT PAM: inactive; CHT inh: inactive

How did CCCCOc1ccc(C(=O)N(CC)CC(=O)NCc2cccs2)cc1 do in these assays?
STK33 kinase inh: 4.5; CHT PAM: inactive; CHT inh: inactive

What do the screens show for `NC(=O)CC1C(=O)N(c2ccc(F)cc2)C(=O)N1NC(=O)CCc1ccccc1` (stereo not given)?
STK33 kinase inh: -1.7; CHT PAM: inactive; CHT inh: inactive

What do the screens show for `O=C(Cc1ccsc1)N1CCN(S(=O)(=O)c2cc(C(F)(F)F)cc(C(F)(F)F)c2)CC1`?
STK33 kinase inh: -2.1; CHT PAM: inactive; CHT inh: inactive

What do the screens show for `O=C(/C=C/c1ccccc1)N1CCN(C(=O)c2ccco2)CC1`?
STK33 kinase inh: -0.3; CHT PAM: inactive; CHT inh: inactive

How did COc1cc(CCN2C(=O)c3cccc4cccc(c34)C2=O)c(S(=O)(=O)NCCCO)cc1OC do in these assays?
STK33 kinase inh: 0.1; CHT PAM: inactive; CHT inh: inactive

What do the screens show for `COc1cc(CN2CCCC(N3CCN(c4ccccc4C)CC3)C2)cc(Cl)c1O` (stereo not given)?
STK33 kinase inh: -0.4; CHT PAM: inactive; CHT inh: inactive

What do the screens show for `CCc1ccccc1N(CC(=O)NCc1ccco1)C(=O)CCC(=O)Nc1nccs1`?
STK33 kinase inh: 0.4; CHT PAM: inactive; CHT inh: inactive

What do the screens show for `CCSc1ccc([C@@H]2[C@H]3C(=O)N(CC)C(=O)[C@H]3[C@]3(C(=O)OC)CCCCN23)cc1`?
STK33 kinase inh: -0.7; CHT PAM: inactive; CHT inh: inactive

What do the screens show for `O=C(NNC(=O)[C@@H]1CCCC[C@@H]1C(=O)O)c1cccs1`?
STK33 kinase inh: -1.1; CHT PAM: inactive; CHT inh: inactive

What do the screens show for `O=C(Nc1ccc2c(c1)OCCO2)c1cccs1`?
STK33 kinase inh: 2.2; CHT PAM: inactive; CHT inh: inactive

How did COc1ccc(/C=N\Nc2ccccn2)c(OC)c1 do in these assays?
STK33 kinase inh: -1.6; CHT PAM: inactive; CHT inh: inactive

How did CCOc1ccccc1OCCCC(=O)N(CC)CC(=O)Nc1ccc(NC(C)=O)cc1 do in these assays?
STK33 kinase inh: -1.9; CHT PAM: inactive; CHT inh: inactive

How did COCCCNC(=O)/C(C#N)=C/c1c(N2CCN(C)CC2)nc2ccccn2c1=O do in these assays?
STK33 kinase inh: 0.0; CHT PAM: inactive; CHT inh: inactive

How did CC(=O)Nc1ccc(S(=O)(=O)NCCc2ccc(F)cc2)cc1 do in these assays?
STK33 kinase inh: -0.6; CHT PAM: inactive; CHT inh: inactive

What do the screens show for `O=C(N/N=C\c1ccc(O)c([N+](=O)[O-])c1)c1ccccc1-n1cccc1`?
STK33 kinase inh: -1.6; CHT PAM: inactive; CHT inh: inactive

How did O=C(Cc1ccccc1)Nc1ccc(C(=O)Nc2ccccc2C(=O)O)cc1 do in these assays?
STK33 kinase inh: -1.6; CHT PAM: inactive; CHT inh: inactive

What do the screens show for `C=CCN1C(=O)C(CC(=O)Nc2ccccc2)SC1=Nc1ccc(S(N)(=O)=O)cc1` (stereo not given)?
STK33 kinase inh: 0.7; CHT PAM: inactive; CHT inh: inactive

Results for CC1Cc2ccccc2N1C(=O)CSc1nc(-c2ccco2)cc(C(F)(F)F)n1 (stereo not given) ?
STK33 kinase inh: -0.3; CHT PAM: inactive; CHT inh: inactive

What do the screens show for `CN(Cc1ccccc1)S(=O)(=O)c1ccc(OCC(=O)NCc2ccncc2)cc1`?
STK33 kinase inh: 6.9; CHT PAM: inactive; CHT inh: inactive

Results for COc1ccc(C(=O)OC2CCN(c3ncc(C(F)(F)F)cc3Cl)CC2)cc1 ?
STK33 kinase inh: -1.7; CHT PAM: inactive; CHT inh: inactive

What do the screens show for `CC1CN(C(=O)Nc2ccc(F)cc2F)CC(C)O1` (stereo not given)?
STK33 kinase inh: -3.8; CHT PAM: inactive; CHT inh: inactive

How did CC(C)C(NC(=O)/C=C/c1ccc(F)cc1)C(C)C do in these assays?
STK33 kinase inh: -2.2; CHT PAM: inactive; CHT inh: inactive

How did CCOC(=O)c1sc(N(Cc2ccccc2)C(=O)CSc2nnc(C3CC3)n2N)nc1C do in these assays?
STK33 kinase inh: -0.8; CHT PAM: inactive; CHT inh: inactive

What do the screens show for `Cc1cc(C)nc(N/N=C/c2cc3c(cc2[N+](=O)[O-])OCO3)n1`?
STK33 kinase inh: -1.1; CHT PAM: inactive; CHT inh: inactive

What do the screens show for `S=c1[nH]nc(C2CCCCC2)n1/N=C/c1ccc(Br)cc1`?
STK33 kinase inh: -0.7; CHT PAM: inactive; CHT inh: inactive

Results for Cc1cc[n+](CCc2ccccc2)cc1C ?
STK33 kinase inh: -1.0; CHT PAM: inactive; CHT inh: inactive

Results for CCOC(=O)c1ccc(NC(=O)c2nc[nH]c2C(=O)N[C@@H](CC(C)C)C(=O)OCc2ccccc2)cc1 ?
STK33 kinase inh: -1.8; CHT PAM: inactive; CHT inh: inactive

How did COC(=O)c1oc2ccccc2c1N do in these assays?
STK33 kinase inh: -0.4; CHT PAM: inactive; CHT inh: inactive

What do the screens show for `CCCCOc1ccccc1N`?
STK33 kinase inh: -0.7; CHT PAM: inactive; CHT inh: inactive

What do the screens show for `NCCNCCNCCN`?
STK33 kinase inh: -1.1; CHT PAM: inactive; CHT inh: inactive

What do the screens show for `CSc1ccc(CNc2ccc(Cl)cc2)cc1`?
STK33 kinase inh: 0.0; CHT PAM: inactive; CHT inh: inactive

How did CC(NC(=O)COc1ccccc1)C(=O)NC1=NCCS1 (stereo not given) do in these assays?
STK33 kinase inh: -0.1; CHT PAM: inactive; CHT inh: inactive

Results for CC1CC(=O)N(C)c2cc([N+](=O)[O-])ccc2N1 (stereo not given) ?
STK33 kinase inh: -6.6; CHT PAM: inactive; CHT inh: inactive

How did COc1cccc(-c2nnn(CC(=O)N3CCC(C)CC3)n2)c1 do in these assays?
STK33 kinase inh: -1.1; CHT PAM: inactive; CHT inh: inactive

Results for Cc1ccc(C(=O)OCC(=O)NNC(=O)c2ccc([N+](=O)[O-])cc2)o1 ?
STK33 kinase inh: -0.5; CHT PAM: inactive; CHT inh: inactive

How did CCOC(=O)CNC(=O)c1cc2c(=O)[nH]c3ccc(C)cc3c2s1 do in these assays?
STK33 kinase inh: -0.7; CHT PAM: inactive; CHT inh: inactive

How did CC(=O)Nc1ccc(NC(=O)Cn2c(=O)n(-c3ccc(F)cc3)c(=O)c3oc4ccccc4c32)cc1 do in these assays?
STK33 kinase inh: -0.1; CHT PAM: inactive; CHT inh: inactive

What do the screens show for `CCN(CC)S(=O)(=O)c1ccc2nc(SC)sc2c1`?
STK33 kinase inh: -2.6; CHT PAM: inactive; CHT inh: inactive

How did CN(C)S(=O)(=O)c1cccc(NC(=S)N/N=C/c2ccco2)c1 do in these assays?
STK33 kinase inh: 2.5; CHT PAM: inactive; CHT inh: inactive

What do the screens show for `COc1ccc2cc3cc(C(=O)NCCN4CCc5ccccc5C4)sc3nc2c1`?
STK33 kinase inh: 4.1; CHT PAM: inactive; CHT inh: inactive

Results for COc1ccccc1N1CCN(S(=O)(=O)c2cn(C)c(=O)n(C)c2=O)CC1 ?
STK33 kinase inh: 0.2; CHT PAM: inactive; CHT inh: inactive

What do the screens show for `Cn1cccc1/C=N/n1c(-c2ccccc2)n[nH]c1=S`?
STK33 kinase inh: 0.0; CHT PAM: inactive; CHT inh: inactive

Quoted at random: three compounds from above.
Results for Cc1ccc(C(=O)OCC(=O)NNC(=O)c2ccc([N+](=O)[O-])cc2)o1 ?
STK33 kinase inh: -0.5; CHT PAM: inactive; CHT inh: inactive

Results for CC1CC(=O)N(C)c2cc([N+](=O)[O-])ccc2N1 (stereo not given) ?
STK33 kinase inh: -6.6; CHT PAM: inactive; CHT inh: inactive

What do the screens show for `CCN(CC)S(=O)(=O)c1ccc2nc(SC)sc2c1`?
STK33 kinase inh: -2.6; CHT PAM: inactive; CHT inh: inactive

Other compounds:
What do the screens show for `CCc1nnc(NC(=O)C2c3ccccc3Oc3ccccc32)s1`?
STK33 kinase inh: -0.8; CHT PAM: inactive; CHT inh: inactive

How did O=S(=O)(Nc1nc2ccccc2nc1N1CCc2ccccc2C1)c1ccc(Cl)cc1 do in these assays?
STK33 kinase inh: 1.6; CHT PAM: inactive; CHT inh: inactive

What do the screens show for `N/C(=N\OC(=O)CCCN1C(=O)c2ccccc2C1=O)c1ccc(Br)cc1`?
STK33 kinase inh: -2.4; CHT PAM: inactive; CHT inh: inactive

How did CCN1C(=O)N[C@@H](c2cccs2)C(C(=O)OC)=C1C do in these assays?
STK33 kinase inh: -0.9; CHT PAM: inactive; CHT inh: inactive

How did COC(=O)CSc1nc2cc(C)ccc2cc1C#N do in these assays?
STK33 kinase inh: -0.6; CHT PAM: inactive; CHT inh: inactive

What do the screens show for `Cc1oc2c(c1C(=O)Nc1ccc(C(=O)O)cc1)CCCC2`?
STK33 kinase inh: 0.9; CHT PAM: inactive; CHT inh: inactive

What do the screens show for `CC(C)CNC(=O)COC(=O)c1ccc(Cl)c(S(N)(=O)=O)c1`?
STK33 kinase inh: -0.6; CHT PAM: inactive; CHT inh: inactive

Results for O=c1[nH]c(NC2CCCCC2)nnc1Cc1ccccc1 ?
STK33 kinase inh: -2.6; CHT PAM: inactive; CHT inh: inactive

What do the screens show for `Cc1cc2c(c(=O)o1)C(c1cccs1)C(C#N)=C(N)O2` (stereo not given)?
STK33 kinase inh: 0.7; CHT PAM: inactive; CHT inh: inactive

How did CCCCc1ccc(N2C(=O)[C@@H]3C(CC(N)=O)NC4(C(=O)Nc5ccc(F)cc54)[C@@H]3C2=O)cc1 (stereo not given in full) do in these assays?
STK33 kinase inh: -0.6; CHT PAM: inactive; CHT inh: inactive

How did COc1cc(C(=O)Nc2ccc3c(c2)ncn3C(C)(C)C)cc(OC)c1OC do in these assays?
STK33 kinase inh: 3.3; CHT PAM: inactive; CHT inh: inactive

What do the screens show for `Cc1c(CCOC(=O)CC23CC4CC(CC(C4)C2)C3)sc[n+]1CC(=O)c1ccccc1`?
STK33 kinase inh: -0.9; CHT PAM: inactive; CHT inh: inactive

How did O=C(CSc1cccs1)Nc1cccc2ccccc12 do in these assays?
CHT PAM: inactive; CHT inh: inactive

How did CCOC(=O)c1ccc(N/C=C/C(=O)c2ccco2)cc1 do in these assays?
STK33 kinase inh: -1.5; CHT PAM: inactive; CHT inh: inactive

What do the screens show for `O=C(CCC(=O)c1ccccc1)NCCOc1ccccc1`?
STK33 kinase inh: 1.6; CHT PAM: inactive; CHT inh: inactive

Results for O=C(Nc1cc(Cl)ccc1Cl)c1ccc(-c2ccccc2)cc1 ?
STK33 kinase inh: -0.2; CHT PAM: inactive; CHT inh: inactive

What do the screens show for `Clc1ccccc1-c1nnc(-c2cccnc2)o1`?
STK33 kinase inh: 1.2; CHT PAM: inactive; CHT inh: inactive

How did COc1ccc(C(=O)Nc2cccc(C(=O)N/N=C/c3ccc(OC)cc3OC)c2)cc1 do in these assays?
STK33 kinase inh: 1.1; CHT PAM: inactive; CHT inh: inactive

What do the screens show for `Cc1cc(NC(=O)CSc2nnc(-c3ccncc3)n2Cc2ccccc2)n(-c2ccccc2)n1`?
STK33 kinase inh: -0.3; CHT PAM: inactive; CHT inh: inactive

Results for Cc1ccccc1NC(=O)C(C)OC(=O)CCC(=O)N(CC(C)C)c1c(N)n(CC(C)C)c(=O)[nH]c1=O (stereo not given) ?
STK33 kinase inh: -1.4; CHT PAM: inactive; CHT inh: inactive

How did COc1ccc(C)cc1NC(=O)C1CCCN(S(=O)(=O)c2cccs2)C1 (stereo not given) do in these assays?
STK33 kinase inh: 0.0; CHT PAM: inactive; CHT inh: inactive

How did CC1(C)CC(=O)C2=C(C1)N(CCN1CCOCC1)C1=C(C(=O)CC(C)(C)C1)C2c1cccc(F)c1 do in these assays?
STK33 kinase inh: 0.3; CHT PAM: inactive; CHT inh: inactive

What do the screens show for `Cc1ccc2c(C)c(C(=O)Nc3nnc(C)s3)oc2c1`?
STK33 kinase inh: 0.2; CHT PAM: inactive; CHT inh: inactive

Results for COc1ccc(NC(=O)Cn2c(C(C)C)nc(C)cc2=O)cc1Cl ?
STK33 kinase inh: -0.3; CHT PAM: inactive; CHT inh: inactive

How did NNC(=O)c1nn(-c2ccc(Cl)cc2)cc1O do in these assays?
STK33 kinase inh: -2.4; CHT PAM: inactive; CHT inh: inactive

Results for O=C(CCCSc1nc2sc3c(c2c(=O)[nH]1)CCC3)NCCO ?
STK33 kinase inh: 0.3; CHT PAM: inactive; CHT inh: inactive

How did COc1ccc(C(CNC(=O)CSc2ccccc2F)N2CCOCC2)cc1 (stereo not given) do in these assays?
STK33 kinase inh: -0.8; CHT PAM: inactive; CHT inh: inactive

Of the compounds above, these have a cyano group:
How did COCCCNC(=O)/C(C#N)=C/c1c(N2CCN(C)CC2)nc2ccccn2c1=O do in these assays?
STK33 kinase inh: 0.0; CHT PAM: inactive; CHT inh: inactive

How did COC(=O)CSc1nc2cc(C)ccc2cc1C#N do in these assays?
STK33 kinase inh: -0.6; CHT PAM: inactive; CHT inh: inactive

What do the screens show for `Cc1cc2c(c(=O)o1)C(c1cccs1)C(C#N)=C(N)O2` (stereo not given)?
STK33 kinase inh: 0.7; CHT PAM: inactive; CHT inh: inactive
